# Assay outcomes (PubChem BioAssay)
# NCOA2 inhibitor – inhibition of GAL4-SRC2 driven luciferase reporter, primary screen, SRC2 inhibitor project, cell-based, luminescence; inhibition, % at 9 µM; AID 651957, 2012; hit rate 0.17% among 370,000; Nuclear receptor coactivator 2 (Homo sapiens), Q15596; HEK293 GAL4-SRC2 luciferase reporter;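 active means inhibition above the mean inhibition of all tested compounds plus 3 SD, set per campaign, cut at about 52% in these data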;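 further: 0% = DMSO treated cells and 100% = cells given Gossypol at 36 µM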
# TLR9-MyD88 inh – inhibitors of TLR9-MyD88 association in cells, primary screen, cell-based, CHO, BLA complementation, fluorescence. inhibition, % at 4.98 µM. CCF4 FRET ratio. hit rate 0.21% among 340,000. Toll-like receptor 9 (Homo sapiens) + Myeloid differentiation primary response protein …;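 active means inhibition above the mean over all tested compounds plus 3 SD, cut at about 21% in these data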;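 further: 0% = DMSO only wells and 100% = clavulanate BLA inhibitor control wells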
# H9c2 protect – cardioprotection against H2O2-induced cell death, primary screen, uHTS, H9c2 cells, ATPLite luminescence. hit rate 0.63% among 360,000. protection from H2O2 cell death, % at 20 µM. H9c2 cardiomyocytes, H2O2 injury protection, 2 h. AID 588492, 2011;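 active means compounds giving at least 50% protection of heart cells from peroxide-induced death in the single-dose screen, raw or plate-pattern-corrected value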;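 further: 0% = DMSO wells with peroxide and 100% = DMSO wells without peroxide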
# HTR2A ag – mouse Htr2a agonists via beta-arrestin recruitment, primary screen, cell-based, luminescence. CHO-K1 mHTR2A beta-arrestin complementation; percent of 30 µM serotonin response. activation, % at 7.6 µM. hit rate 0.66% among 360,000. AID 624169, 2012;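 active means activation above a run cutoff, the mean activation of all tested compounds plus 3 SD, cut at about 14% in these data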;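 further: 0% = plate median of compound wells and 100% = 30 µM serotonin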
# Target sequence (P35363 whole entry, looked up): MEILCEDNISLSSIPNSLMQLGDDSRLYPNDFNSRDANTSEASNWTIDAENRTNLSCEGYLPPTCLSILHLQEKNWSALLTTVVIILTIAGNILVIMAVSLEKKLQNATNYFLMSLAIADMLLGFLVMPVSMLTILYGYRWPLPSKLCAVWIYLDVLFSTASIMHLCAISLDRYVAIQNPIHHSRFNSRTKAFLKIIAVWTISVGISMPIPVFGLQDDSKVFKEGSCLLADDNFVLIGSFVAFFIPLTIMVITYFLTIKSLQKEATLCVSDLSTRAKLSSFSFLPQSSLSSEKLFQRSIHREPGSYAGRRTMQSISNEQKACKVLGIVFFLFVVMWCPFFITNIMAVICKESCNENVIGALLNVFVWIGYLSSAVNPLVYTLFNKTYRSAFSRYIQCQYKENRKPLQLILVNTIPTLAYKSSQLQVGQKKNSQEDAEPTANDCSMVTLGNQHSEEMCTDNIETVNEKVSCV
# ABCB6 inh 2 – ABCB6 transporter inhibitors, primary screen, K562-ABCB6 cells, flow cytometry, MLPCN library; hit rate 0.19% among 360,000; ATP-binding cassette sub-family B member 6 (Homo sapiens), Q9NP58; K562-ABCB6 porphyrin accumulation, 1 h; hits give low values; fluorescence ratio to DMSO, % at 10 µM;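 active means fluorescence ratio to DMSO below 75%, the collection mean minus 3 SD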;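 further: signal is porphyrin accumulated inside mitochondria; 100% equals median channel fluorescence of DMSO control wells; lower ratio means ABCB6 inhibition with less porphyrin fluorescence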
# MC4R ag barr – MC4R agonists recruiting beta-arrestin, primary screen, cell-based, luminescence, agonist arm of biased-ligand search; hit rate 0.98% among 360,000; Melanocortin receptor 4 (Homo sapiens), P32245; U2OS MC4R beta-arrestin complementation; percent of melanotan II response, DMSO zero; activation, % at 8.9 µM;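 active means activation above a per-plate cutoff, the mean activation of sample wells on that plate plus 3 SD, cut at about 8% in these data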
# NOD2-RIPK2 inh – NOD2-RIPK2 binding disruptors in cells, primary screen, fluorescence, CHO cells, BLA complementation; Receptor-interacting serine/threonine-protein kinase 2 (Homo sapiens), O43353; CCF4 ratio; inhibition, % at 4.98 µM; hit rate 0.38% among 360,000; AID 624267, 2012; in the data active means inhibition above about 21%;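 further: 0% = vehicle only and 100% = reference blocker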
# Target sequence (O43353 whole entry, looked up): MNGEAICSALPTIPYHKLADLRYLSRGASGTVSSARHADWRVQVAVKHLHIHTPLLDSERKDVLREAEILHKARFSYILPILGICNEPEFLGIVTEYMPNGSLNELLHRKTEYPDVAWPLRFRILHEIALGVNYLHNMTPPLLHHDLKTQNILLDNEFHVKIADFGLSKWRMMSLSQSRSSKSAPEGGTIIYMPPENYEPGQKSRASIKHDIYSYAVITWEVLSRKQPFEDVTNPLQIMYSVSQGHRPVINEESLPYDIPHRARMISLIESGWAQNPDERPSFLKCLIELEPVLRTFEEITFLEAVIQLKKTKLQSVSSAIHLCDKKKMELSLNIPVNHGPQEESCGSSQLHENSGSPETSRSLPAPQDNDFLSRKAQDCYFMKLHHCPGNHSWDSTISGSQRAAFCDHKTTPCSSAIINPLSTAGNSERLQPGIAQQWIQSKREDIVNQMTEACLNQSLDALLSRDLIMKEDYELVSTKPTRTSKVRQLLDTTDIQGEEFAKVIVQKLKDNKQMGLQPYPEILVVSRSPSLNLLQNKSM
# MC4R antagonist – MC4R antagonists of cAMP signaling, primary screen, cell-based, TR-FRET, antagonist arm of biased-ligand search | Melanocortin receptor 4 (Homo sapiens), P32245 | MC4R-expressing cells, MTII-stimulated cAMP, LANCE TR-FRET | inhibition, % at 6.5 µM | hit rate 0.48% among 360,000;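 active means inhibition above its plate's cutoff, the mean of tested wells on that plate plus 3 SD, cut at about 29% in these data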;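 further: 0% = Melanotan II alone and 100% = Melanotan II plus saturating MCL0020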
#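 Material – human MC4R-expressing U2OS cells · Repeats – no replicates · Detection – TR-FRET with Eu-cAMP and labeled anti-cAMP, 671 nm · Times – compound 30 min, challenge 1 h, detection 1 h · Compound – single nominal compound dose of 6.5 µM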
# Glyco luc inh – increase of ERlucT glycosylation luciferase signal, primary screen, N-linked glycosylation inhibitor project, D54 ERlucT cells, luminescence, set 2; hit rate 0.23% among 360,000; D54 ERlucT glycosylation luciferase reporter, 24 h; percent of 100 nM tunicamycin response; reporter increase, % at 12.5 µM;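 active means mean luciferase reporter signal, scaled so untreated is 0 and the glycosylation-blocking control 100, at or above a set limit in every replicate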;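 further: luciferase carries N-glycosylation sites so blocking glycosylation raises the light; 0% = median of neutral control wells and 100% = median of 100 nM tunicamycin wells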
# ABHD5 PLIN5 PPI – ABHD5-PLIN5 interaction inhibitors, primary screen, cell lysate, split luciferase complementation, luminescence; Perilipin-5 (Homo sapiens) + 1-acylglycerol-3-phosphate O-acyltransferase ABHD5 (Homo …; Split G. princeps luciferase complementation, 4 h; inhibition, % at 4 µM; hit rate 0.78% among 360,000; AID 602281, 2012;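 active means inhibition above the mean inhibition across every tested compound plus 3 SD, cut at about 22% in these data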;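 further: 0% = DMSO only wells and the 100% control is not disclosed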
# An asterisk follows results filed as active; x = no result given. This is a subset; rates above refer to the full screens.
smiles	NCOA2 inhibitor	TLR9-MyD88 inh	H9c2 protect	HTR2A ag	ABCB6 inh 2	MC4R ag barr	NOD2-RIPK2 inh	MC4R antagonist	Glyco luc inh	ABHD5 PLIN5 PPI
O=C(OCC1CCC=CO1)C1CCC=CO1 (centres undefined)	-26	-1	1	3	103	0.7	-14	0	3	-1
O=C(Nc1cccc(F)c1)N1CCCCCC1	-37	-1	-3	-2	97	-3.5	-6	-2	3	0
O=[N+]([O-])c1ccc(Oc2cccnc2)c([N+](=O)[O-])c1	20	2	1	-1	98	-0.2	-22	-5	22	2
O=Cc1ccc2oc3nc4n(c(=O)c3c(=O)c2c1)CCCS4	9	-1	10	0	90	-2.3	-4	6	2	-5
O=C(CC(=O)N/N=C\c1c(Cl)cccc1Cl)NCc1ccccc1	-16	-10	-3	-1	102	-0.6	-6	2	1	0
Cc1nc([N+](=O)[O-])nn1C12CC3CC(CC(Br)(C3)C1)C2	10	-3	0	2	87	-1.3	-2	-2	0	-11
O=C(NC(=O)c1cnccc1C(F)(F)F)Nc1ccccc1	13	-2	-1	1	96	-1.4	9	-1	1	-2
COc1ccc(Cl)cc1NC(=O)CCc1ccccc1	10	9	4	-1	95	-1.1	-6	-5	-2	8
O=C(N/C(=C/c1cccnc1)C(=O)N1CCOCC1)c1ccccc1	8	7	2	0	100	2.6	3	16	0	-3
CS(=O)(=O)c1ccc2nc(NC(=O)c3ccco3)sc2c1	-32	2	-26	-2	98	-1.4	-14	-3	-10	10
COc1cncc(-c2cnc3sc(NCCc4ccccn4)nn23)c1	39	x	32	-6	96	-0.8	-6	9	-6	-1
COC(=O)NCC12CC3CC(C1)CC(CNC(=O)OC)(C3)C2	0	1	13	-3	97	-0.6	3	7	0	8
COc1ccc(-c2noc(CCC(N)=O)n2)cc1OC	-17	-4	-2	0	87	-1.2	3	-4	1	-3
COc1ccc(N2CCN(C(=O)c3cccc(S(=O)(=O)N4CCCc5ccccc54)c3)CC2)cc1	5	9	-8	-3	94	-1.5	-4	8	-2	-1
CC(C(=O)NC1CCCC1)N(Cc1ccc2c(c1)OCO2)C(=O)c1snc(C(N)=O)c1N (centres undefined)	-24	8	13	-4	97	-1.5	1	1	2	0
Cc1nnc(SCC(=O)NNC(=O)CC#N)[nH]c1=O	10	6	4	2	86	-2.0	-12	3	2	2
O=C(Cn1nnc(-c2ccccc2F)n1)Nc1cccc2ncccc12	-8	0	-1	-2	101	-1.8	6	8	-1	-6
Cn1cc([N+](=O)[O-])c(C(=O)N/N=C/c2ccncc2)n1	14	-10	1	5	97	-1.1	-2	20	-1	6
O=C(NCCC(=O)N1CCN(S(=O)(=O)c2ccc(F)cc2)CC1)Nc1ccccc1	0	3	-2	-6	101	-0.9	-12	7	1	-6
Cc1[nH]c(=O)[nH]c(=O)c1S(=O)(=O)Nc1ccc(S(N)(=O)=O)cc1	6	-5	2	2	101	-1.2	2	0	2	-3
Cc1ccc(C(=O)NC(C)c2ccc(-n3ccnc3)cc2)c(C)c1 (centres undefined)	-11	6	1	0	98	-3.2	-21	5	0	-1
Cc1nnc(NC(=O)CSc2nccn2Cc2ccc(F)cc2)s1	3	-13	4	2	98	-1.1	-10	3	2	-3
Cc1cc(C)c2nc(SCC(=O)N3CCCCC3)c(C#N)cc2c1	-5	-5	4	3	94	-1.0	-1	6	1	-6
COc1ccc(CC(=O)n2[nH]c(=O)cc(C)c2=O)cc1OC	-17	-5	23	2	99	-1.0	8	11	-1	42*
COCCNC(=O)CS(=O)Cc1nc(-c2ccc(OC)cc2)oc1C (centres undefined)	-16	2	10	3	97	-0.3	10	9	3	6
CCOc1ccc(Nc2nc(Cc3nnc(SCC(=O)NCc4ccco4)n3CC)cs2)cc1	11	0	7	0	97	-3.0	2	-18	19	2
Cc1ccc(S(=O)(=O)/N=C(\N)Nc2nc(C)c3ccccc3n2)cc1	-5	10	-9	-4	98	-1.4	4	-3	0	9
Cc1cccc(-n2nnnc2SCC(=O)NCCN2C(=O)CSC2=O)c1	5	2	3	5	98	-1.2	-3	9	0	2
CN1CCCC(C#CC(O)(c2ccccc2)c2ccccc2)C1 (centres undefined)	16	-1	-6	-4	96	-3.1	6	14	-1	2
O=C(NC(Cc1ccc2c(c1)OCO2)C(=O)NC(Cc1ccccc1)C(=O)O)c1ccccc1 (centres undefined)	-9	1	2	2	103	0.8	-1	3	1	-9
CC(C)Sc1cc(N2CCCC2)nc(-c2ccccc2Cl)n1	9	4	-9	2	93	-1.4	-4	3	0	-8
COc1cccc(-c2nnc(NC(=O)C(C)C)o2)c1	-36	10	8	0	103	0.0	0	6	0	4
O=C(Nc1nnc(Cc2c[nH]c3ccccc23)s1)c1ccc(Cl)cc1Cl	-50	-4	-9	6	106	4.7	0	-8	0	4
COc1ccc(OC)c2[nH]c(=O)c(CCNC(=O)Cc3cccs3)cc12	-1	5	0	-1	105	-1.5	0	12	3	4
COc1ccc(CN(C)C(=O)c2ccc(OCC(=O)Nc3cccc(C(F)(F)F)c3)c(OC)c2)c(OC)c1	17	9	-9	-6	96	1.0	-4	11	-3	1
Cc1ccc(-c2nc3ccccc3[nH]2)cc1NC(=O)c1ccc2c(c1)OCO2	2	3	23	3	86	0.2	-6	-7	1	0
O=C(O)CCC(=O)N(Cc1ccco1)C1CC(=O)N(c2ccccc2)C1=O (centres undefined)	7	-4	7	-2	100	-3.2	-10	-7	1	-6
CCCCn1nc(NC(=O)COC)c2cc3cc(OC)ccc3nc21	-110	6	19	5	104	-1.0	3	0	5	-5
Clc1c(-c2nnc3n2CCC3)sc2ccccc12	29	3	-13	-1	121	-1.7	1	-2	0	-2
CC(C)NC(=O)c1ccc2c(=O)n(CC3CCCO3)c(=S)[nH]c2c1 (centres undefined)	-16	17	10	0	93	-0.3	-3	5	0	2
Cc1ccc(NC(=O)c2ccccc2-c2ccccc2C(=O)O)cc1C	-16	-16	2	3	102	-3.4	-5	19	0	-4
N#C/C(=C/c1ccc(Oc2ccc([N+](=O)[O-])cn2)cc1)C(=O)N1CCOCC1	-8	3	3	-2	99	-2.2	-15	-3	-2	5
COc1ccc(C(=O)NC(=S)Nc2cccnc2)cc1[N+](=O)[O-]	11	7	12	-5	94	-4.0	3	2	-1	2
O=C(CSc1nc(=O)n(CCN2CCOCC2)c2c1CCCC2)Nc1ccccc1Cl	-26	-7	-1	-7	98	-0.1	-12	15	0	1
COCCNc1nc(Oc2cccc(F)c2)c2sccc2n1	-10	x	-6	4	93	-2.3	2	6	-3	5
Cc1ccc(OCC(=O)Nc2ccccc2F)cc1C	-30	-11	-6	4	96	-0.7	2	-3	-3	2
O=S(=O)(Nc1ccccc1-c1ccccc1)c1ccccc1	-25	1	1	-5	96	-2.1	4	3	-4	1
CC(C)C(NS(=O)(=O)c1ccccc1)C(=O)OCc1cc([N+](=O)[O-])cc2c1OCOC2 (centres undefined)	-9	0	5	0	91	-1.3	1	-1	1	45*
O=C(CCC1COc2ccccc2O1)NCc1ccco1 (centres undefined)	-8	9	6	1	96	-0.7	11	3	0	8
CCc1ccc2oc(C(=O)Nc3nonc3C)c(C)c2c1	-59	-2	-6	-3	99	1.7	8	-3	-15	-13
COc1cccc2c1SCc1ccccc1C2CC(N)=O (centres undefined)	0	-6	1	-4	96	-0.1	7	10	1	-1
Cc1cc(C)c(S(=O)(=O)NCCCn2ccnc2)c(C)c1	-3	2	1	-2	91	-1.1	1	5	-2	-3
CCN(C(=O)CSc1ncccn1)c1cccc2ccccc12	-13	-14	6	5	98	-0.7	-16	-4	-3	-6
CN(C)CCN(C(=O)c1ccc(S(=O)(=O)N(C)c2ccccc2)cc1)c1nc2cc3c(cc2s1)OCCO3	-37	-11	9	2	98	3.4	2	10	-1	-2
Cc1noc(C)c1COc1ccc(C(=O)OCC(=O)NCCN2C(=O)CSC2=O)cc1	-5	-4	5	0	97	-1.4	-5	11	1	1
CSCCC(NC(=O)c1ccc(C(C)(C)C)cc1)C(=O)OCC(=O)N1CCCC1=O (centres undefined)	-12	2	0	-3	105	0.8	5	12	1	-3
Cc1cccc(CS(=O)(=O)Cc2ccc(C(=O)NC3CCCCC3)o2)c1	-21	-12	-2	2	102	0.4	-5	1	0	5
CCOc1ccc(-n2c(N)c(C(=O)NCc3ccco3)c3nc4ccccc4nc32)cc1	x	0	30	0	96	0.1	4	-12	-1	33*
COc1ccc([N+](=O)[O-])cc1N(CC(=O)NCCC1=CCCCC1)S(C)(=O)=O	-9	-2	-1	-4	98	-0.9	4	1	0	-2
Cc1c(C=O)c2ccccc2n1CC(=O)NCc1ccc2c(c1)OCO2	7	-2	3	4	100	-2.9	-4	-7	2	-6

# New compounds follow.
smiles	NCOA2 inhibitor	TLR9-MyD88 inh	H9c2 protect	HTR2A ag	ABCB6 inh 2	MC4R ag barr	NOD2-RIPK2 inh	MC4R antagonist	Glyco luc inh	ABHD5 PLIN5 PPI
Cc1noc(C)c1S(=O)(=O)N1CCC(C(=O)N2CCC(N3CCCCC3)CC2)CC1	-23	-3	4	34*	99	-0.1	4	-3	0	0
CCC(=O)Nc1nc(C)c(-c2csc(Nc3ccc(C(=O)O)cc3)n2)s1	2	3	-4	7	103	0.2	-5	1	0	-7
Cc1ccc(Cl)cc1N1CCN(CC(=O)Nc2ccc3[nH]c(=O)[nH]c3c2)CC1	-1	-4	2	-5	99	1.7	-10	12	0	5
CC(O)(c1cccc(F)c1)c1nc(-c2cccc(C(F)(F)F)c2)cs1 (centres undefined)	-10	x	-11	-9	100	-1.6	6	6	2	-18
Cc1ccc(CC(=O)NCC2CCCCC2)cc1	x	-4	1	-3	109	0.0	-7	15	0	-6
O=C(CSc1ncn[nH]1)NNC(=O)c1ccccc1	9	0	2	-4	103	-0.3	-7	17	2	9
COc1ccc(/C=C2\CCC(C3CCCC3)C2=O)cc1 (centres undefined)	-62	5	-4	0	96	1.5	-11	1	-10	0
